# High-throughput results from PubChem BioAssay.
# PPARg SRC-2 ag = agonists of SRC-2 recruitment by human PPARgamma; P37231; PPARgamma LBD-SRC-2 recruitment, biochemical; activation, % at 8 µM; actives 0.34% (n = 200,000); AID 1032; in the data active = activation above about 22%;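 note: 0% = vehicle and 100% = reference agonist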
# Target sequence (P37231 whole entry, looked up, the tested form may be a part): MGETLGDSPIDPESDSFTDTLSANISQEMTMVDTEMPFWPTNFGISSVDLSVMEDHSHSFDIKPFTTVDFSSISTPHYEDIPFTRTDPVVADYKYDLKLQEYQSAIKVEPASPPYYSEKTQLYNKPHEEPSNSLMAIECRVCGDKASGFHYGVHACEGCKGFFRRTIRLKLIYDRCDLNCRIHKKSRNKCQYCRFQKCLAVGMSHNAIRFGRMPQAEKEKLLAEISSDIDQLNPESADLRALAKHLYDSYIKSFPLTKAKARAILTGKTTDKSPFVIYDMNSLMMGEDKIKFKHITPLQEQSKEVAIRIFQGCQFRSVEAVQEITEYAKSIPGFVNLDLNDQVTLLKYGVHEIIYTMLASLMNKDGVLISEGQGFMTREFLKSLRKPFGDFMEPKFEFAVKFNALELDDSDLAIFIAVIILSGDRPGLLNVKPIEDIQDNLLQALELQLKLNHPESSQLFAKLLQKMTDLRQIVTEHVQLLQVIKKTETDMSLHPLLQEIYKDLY
# TLR4-MyD88 BLA = blocks binding of human TLR4 to MyD88. actives 0.18% (n = 200,000). inhibition, % at 8.4 µM. O00206+Q99836. HeLa CL3-4 TLR4/MyD88 BLA complementation, FRET ratio; in the data active = inhibition above about 25%;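 note: 0% = vehicle and 100% = reference inhibitor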
# STAT1 blocker = STAT1 signaling inhibition. NIH 3T3 STAT1-luciferase reporter, IFN-gamma, luminescence. inhibition, % at 5.5 µM. actives 0.35% (n = 200,000);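 active = inhibition above a set limit, the mean inhibition across all tested compounds plus 3 SD, cut at about 34% in these data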;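 note: 0% = IFN-gamma with DMSO and 100% = IFN-gamma with 300 µM nifuroxazide; values of inactives mirror those of a sister screen read the other way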
# PPARg SRC-3 ag = promotes SRC-3 coactivator recruitment by human PPARgamma; actives 0.26% (n = 200,000); activation, % at 8 µM; biochemical PPARgamma/SRC-3 coactivator recruitment assay; P37231; in the data active = activation above about 23%;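 note: 0% = DMSO and 100% = reference agonist; some compounds past the cut are filed as inactive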
# PPARg SRC1 recr = agonists of human PPARgamma SRC-1 coactivator recruitment | actives 0.41% (n = 200,000) | activation, % at 8 µM | P37231 | PPARgamma-SRC-1 coactivator recruitment biochemical assay; in the data active = activation above about 19%;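 note: 0% = DMSO and 100% = reference agonist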
# S1P3 antag = blocks the human S1P3 receptor | inhibition, % at 4.98 µM | actives 0.27% (n = 170,000) | AID 485 | CHO S1P3 NFAT-BLA reporter, FRET fluorescence, antagonist mode;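 active = inhibition above the plate cutoff, the mean inhibition of test wells on that plate plus 3 SD, cut at about 28% in these data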;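 note: cells challenged with S1P at its EC80 of 0.8 µM; blue over green emission ratio from cleaved BLA substrate after 4 h stimulation; 0% = S1P-stimulated wells and 100% = unstimulated DMSO-only wells; some compounds past the cut are filed as inactive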
# RAM inhibit = inhibitors of the yeast RAM network; AID 868; inhibition, % at 50 µM; S. cerevisiae dse1pr::URA3 reporter, 5-FOA growth OD615, 2 d; analog-sensitive cbk1-as2 kinase mutant strain; actives 1.8% (n = 190,000);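 active = inhibition above a set limit, 3 SD over mean compound inhibition, cut at about 8.4% in these data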;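 note: 0% = DMSO-only wells with no growth and 100% = 10 µM 1-NA-PP1 full growth; inhibition rescues growth on 5-FOA so higher OD means more RAM inhibition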
# TR-FRET SRC-2 ct = flags TR-FRET format artefacts in PPARgamma SRC-2 recruitment agonist screen | TR-FRET ratio at 8 µM | actives 0.4% (n = 200,000) | TR-FRET artefact counter-screen; hits give high values; in the data active = TR-FRET ratio above about 2000; note: inactives centre near 1500
# STAT3 inh = reduces IL-6 driven STAT3 reporter signal; U3A cells, IL-6 STAT3-luciferase reporter, luminescence; host cell line lacks STAT1; actives 0.89% (n = 190,000); AID 862; inhibition, % at 5.5 µM;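 active = inhibition above the mean inhibition across all screened compounds plus 3 SD, cut at about 44% in these data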;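 note: 0% = DMSO only wells and 100% = 100 µM nifuroxazide control wells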
# ROMK mod = human ROMK K+ channel modulation, primary screen | P48048 | Tet-inducible ROMK, thallium flux fluorescence; actives lie on both sides | B-score at 10 µM | actives 2% (n = 130,000);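 active = signal ratio slope over the read window, or its plate-corrected B-score, at least 3 SD from the plate mean, either direction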;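 note: B-score of the F/F0 ratio slope over 7 to 12 s after thallium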
# Target sequence (P48048 whole entry, looked up): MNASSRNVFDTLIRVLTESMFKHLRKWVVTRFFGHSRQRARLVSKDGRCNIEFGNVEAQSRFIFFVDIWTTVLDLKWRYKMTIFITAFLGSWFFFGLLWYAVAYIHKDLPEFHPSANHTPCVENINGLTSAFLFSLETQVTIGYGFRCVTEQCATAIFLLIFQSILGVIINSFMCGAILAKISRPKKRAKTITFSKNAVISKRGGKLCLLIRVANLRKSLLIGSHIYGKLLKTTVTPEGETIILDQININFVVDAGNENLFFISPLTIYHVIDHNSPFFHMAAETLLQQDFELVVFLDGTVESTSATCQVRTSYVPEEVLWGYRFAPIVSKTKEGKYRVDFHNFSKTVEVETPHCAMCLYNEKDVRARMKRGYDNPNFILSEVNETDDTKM
# STAT3 activator = STAT3 signaling activation; U3A cells, IL-6 STAT3-luciferase reporter, luminescence; 100% = signal with IL-6 EC80 alone; activation (% of control), % at 5.6 µM; actives 0.91% (n = 190,000); AID 871;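 active = activation above the screen-wide mean of compound activation plus 3 SD, cut at about 130% in these data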;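 note: 0% = background luminescence of wells with medium and substrate only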
#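 system = STAT3-luciferase reporter U3A cells | reagent = IL-6 stimulus at 33 ng/mL final | timing = 1 h compound pre-exposure, 6 h IL-6 stimulation, 37 °C | measured by = luminescence | evaluation = % activation versus median of IL-6-stimulated wells | control set = IL-6-only wells as 100% reference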
# * hit, by the source's call; . = no result given.
SMILES,PPARg SRC-2 ag,TLR4-MyD88 BLA,STAT1 blocker,PPARg SRC-3 ag,PPARg SRC1 recr,S1P3 antag,RAM inhibit,TR-FRET SRC-2 ct,STAT3 inh,ROMK mod,STAT3 activator
CC(N=c1ccccn1C(=O)Nc1ccc(Cl)cc1)c1ccco1 (stereo unspecified),-1,3,-15,-3,0,0,-0.4,1384,2,.,100
Cc1ccc(C(=O)NCc2cccnc2)cc1S(=O)(=O)Nc1ccccc1,4,-1,4,5,11,-13,0.0,1522,11,0.29,98
CCSc1ncc(C#N)c(N)n1,10,-4,1,9,5,.,1.2,1547,1,0.15,103
C=CCOc1c(Br)cc(C2C3=C(CCCC3=O)N(C)C3=C2C(=O)CCC3)cc1OCC,4,-3,2,2,2,-6,3.6,1562,-2,.,104
CCn1ncc(/C=N/N=C2\CCC3C4CCc5cc(O)ccc5C4CCC23C)c1C (stereo unspecified),7,-3,11,0,6,.,2.8,1625,15,1.4,93
CS(=O)(=O)N1CCCC(C(=O)N2CCOCC2)C1 (stereo unspecified),3,7,8,-3,7,2,1.4,1575,10,0.028,97
CCc1nnc(NC(=O)CSc2ccc(-c3ccc(C)cc3)nn2)s1,-9,-16,4,7,-1,12,0.2,1531,23,1.5,87
Cc1ccc(CC2CC(=O)N(CCc3ccc4c(c3)OCO4)C2=O)cc1 (stereo unspecified),3,-6,-4,1,2,-56,1.2,1380,2,0.18,102
CCN(CC)C(=O)C(=O)c1cn(CC(=O)NCc2ccc3c(c2)OCO3)c2ccccc12,2,15,-8,3,-2,1,0.7,1551,4,0.0076,101
Cc1ccccc1CSc1nnc(C)n1N,2,-6,-1,-1,2,-19,0.4,1470,-6,.,108
COc1ccc(CN(CC2CCCO2)S(=O)(=O)c2ccc(-n3cnnn3)c(OC)c2)cc1 (stereo unspecified),7,2,-1,4,-4,-6,1.5,1507,10,0.94,95
COC(=O)[C@@H]1CCCN1Cc1nc(Cc2ccccc2F)no1,-7,3,5,-2,-2,-30,1.4,1433,7,.,97
N#CCCN1CCN(S(=O)(=O)c2ccc(S(=O)(=O)N3CCOCC3)cc2)CC1,-9,-7,-3,0,-4,-7,0.0,1465,-1,.,100
CCN1CCN(Cc2ccc(NC(=O)Nc3ccc(SC)cc3)cc2)CC1,4,-5,-25,4,4,7,-0.2,1582,-8,-1.4,109
Cc1cccc(OCCn2c(NC(=O)c3ccco3)nc3ccccc32)c1,10,5,-9,-6,-3,4,3.5,1581,13,.,92
COCCNC(=O)COC(=O)c1cccnc1SC,6,18,10,3,8,-12,0.4,1568,-3,1.4,104
O=C(C1CC1)N1CCc2cc(Br)cc(S(=O)(=O)NCCCN3CCCC3)c21,0,8,-8,1,-9,.,0.1,1624,-8,-0.26,110
Cn1c(=O)c2c(nc(NCc3ccc4c(c3)OCO4)n2Cc2ccccc2Cl)n(C)c1=O,-1,0,-4,8,-3,.,4.5,1527,-2,-0.075,104
COc1ccc(C(=O)NC(=S)NCCc2ccccc2)cc1,-2,-6,-16,3,8,-15,2.4,1624,-5,-0.75,105
C=CCNc1nc(-c2sc(NC(C)=O)nc2C)cs1,4,-10,-32,-5,12,.,0.3,1552,-3,0.4,103
CCN(C(=O)CN1CCOCC1)c1c(N)n(Cc2ccccc2)c(=O)[nH]c1=O,1,-2,9,3,-4,-12,4.3,1638,9,-0.51,94
CN(CC(=O)Nc1ccc(F)c(F)c1F)c1cnccn1,5,5,0,-4,7,-17,-0.1,1484,0,-0.51,103
COCCn1c(SCc2nc3ccccc3c(=O)[nH]2)nnc1-c1ccncc1,-6,-1,-5,-6,3,.,0.7,1376,8,.,97
C=CCN(CC=C)C(=S)NC(=O)/C=C/c1ccc(OC)cc1,2,7,-11,4,3,3,1.8,1405,7,0.64,98
Cc1ccc(NC(=O)c2cccs2)cc1S(=O)(=O)N(C)C,7,2,-1,2,-1,4,3.0,1563,10,0.36,94
O=[N+]([O-])c1ccc(COc2ccc(-c3[nH]ncc3-c3ccccc3)c(O)c2)cc1,3,-4,5,3,8,-12,5.9,1725,-3,.,104
CCOc1ccc(N2C(=O)CC(Sc3nccc(C)n3)C2=O)cc1 (stereo unspecified),3,-13,7,10,1,0,1.9,1559,8,.,97
CC12CNCC(C)(CN(C(c3ccccc3)c3ccccc3)C1)C2,-3,-21,-7,-7,-9,.,1.9,1435,-6,-3.4,107
CCN1CCN(CCC(=O)Nc2ccccc2OC)CC1,2,-2,6,4,2,-9,0.8,1479,11,0.013,94
COc1ccc(C(=O)Sc2ccc(C)cc2)cc1OC,-5,-2,-19,-1,-5,.,5.6,1254,13,.,94
O=C(COS(=O)c1ccccc1)Nc1cc(Cl)ccc1N1CCOCC1 (stereo unspecified),7,2,6,5,2,4,0.2,1723,-3,-0.13,106
Cc1nn(-c2ccccc2)c2[nH]c(=O)c(CNc3ccc(N4CCOCC4)cc3)cc12,4,-16,-6,4,10,-15,2.6,1552,-5,1.4,107
COc1ccc(OC)c(S(=O)(=O)N(C)CC(=O)O)c1,2,2,-3,0,4,-4,0.8,1793,-5,0.8,108
N#C/C(=C/c1ccc(-c2ccc(S(N)(=O)=O)cc2)o1)C(=O)Nc1ccccc1,-1,-3,2,1,2,7,3.2,1537,0,.,96
CC(C)(C)c1ccc(C(=O)c2c[nH]c(C(=O)NCCCN3CCOCC3)c2)cc1,-2,-4,2,9,1,.,-1.6,1463,-1,.,106
Cc1ccccc1Cn1ccc(NC(=O)CCSc2nc(-c3ccco3)cc(C(F)(F)F)n2)n1,2,1,2,7,2,-19,5.8,1543,6,.,100
Cc1ccc(C(=O)Nc2ccc(N3CCCC3)cc2)cc1,5,-8,-47,6,22*,-6,1.6,1744,4,0.38,99
O=C(Nc1nc(-c2nc3ccccc3s2)cs1)c1ccco1,7,11,-6,8,10,4,1.5,1669,0,.,100
COc1ccccc1NC(=O)C1=C(C)NC(=O)NC1c1ccccc1F (stereo unspecified),-1,7,1,5,-6,-2,2.1,1557,7,.,93
CSc1nc2sc3c(c2c(=O)[nH]1)CCCC3,3,-4,-6,3,0,-4,0.7,1485,18,.,85
NC(=O)C1CCN(C(=O)CSc2ccccn2)CC1,-2,-5,12,-18,0,-12,0.1,1409,5,.,95
COc1ccc(-c2nnc(SCc3nnc(-c4cccs4)o3)n2CC2CCCO2)cc1 (stereo unspecified),2,-3,7,-4,0,-12,1.2,1371,10,-0.25,94
Cc1cccc(OCC(=O)Nc2ccc(S(=O)(=O)N3CCN(C)CC3)cc2)c1,6,-10,2,14,-1,.,-1.7,1435,-3,0.24,105
COC(=O)N/N=C\c1ccc(OC(=O)c2ccco2)cc1,1,3,-3,4,-2,-2,-0.5,1405,21,0.16,90
COc1ccc(OCC(=O)N/N=C2\CCc3ccccc32)cc1,-2,9,-8,1,6,.,1.7,1519,0,-0.22,101
CC1CC(Nc2ccccc2)c2ccccc2N1C(=O)c1ccncc1 (stereo unspecified),12,7,12,2,8,9,2.5,1480,19,0.52,93
CC(NC(=O)c1ccc(N(C)C)cc1)C1CC2CCC1C2 (stereo unspecified),7,-10,1,1,7,.,1.8,1590,-3,0.017,103
CCCn1c(C)cs/c1=N\C(=S)Nc1ccccc1,3,6,3,6,14,6,6.6,1455,4,.,97
COCCN1Cc2c(sc(C)c2C)N(C(=O)c2ccccc2)C1,3,0,-10,-16,-1,14,2.5,1434,-32,.,138*
CCOc1ccccc1NC(=O)c1cccc2c1C(=O)N(CCOC)C2,3,-5,8,5,5,1,-0.3,1550,14,.,96
Cc1cc(=O)[nH]c(=S)n1-c1ccccc1,-8,-14,3,1,-1,-43,1.2,1470,2,0.28,101
COC(=O)C(NC(=O)c1ccccc1)(Nc1nc(C)cs1)C(F)(F)F (stereo unspecified),-6,4,7,5,0,.,1.1,1519,2,0.17,105
CCn1c(SCC(=O)N2CCOCC2)nc(O)cc1=O,4,-1,7,4,5,-3,0.7,1518,15,.,94
C=CCn1c(SCC(=O)NC2CCCCC2)nnc1-c1sc(N)nc1C,-3,-13,5,-11,-1,0,0.3,1517,-8,.,111
S=C(Nc1cccc(Cl)c1)N1CCN(Cc2ccccc2)CC1,-3,-1,-4,2,6,-7,1.1,1679,2,-0.61,98
O=C(Nc1cc(C(F)(F)F)ccc1-n1cncn1)c1ccc(Cl)cc1,-1,9,3,-5,-5,.,4.2,1517,13,-0.074,87
N#CC1=C(N)n2c(s/c(=C\c3cccs3)c2=O)=C(C#N)C1c1cccs1 (stereo unspecified),5,-2,12,2,3,-5,3.5,1551,-24,.,120
CN(C)CCCN1c2ccccc2Sc2ccc(C(F)(F)F)cc21,4,10,11,6,4,-2,-1.1,1592,20,.,85
O=C(Nc1ccc(-c2nc3ccccc3o2)c(O)c1)c1cc(-n2cnnc2)ccc1Cl,21,-7,11,4,3,10,7.2,1724,34,.,73
CCOc1ccc(CCNC(=O)COC(=O)c2nc3nc(C)cc(C)n3n2)cc1OCC,0,4,4,2,-3,1,0.5,1560,-3,.,107

# Brought forward from above: 2 entries, followed by the next part.
SMILES,PPARg SRC-2 ag,TLR4-MyD88 BLA,STAT1 blocker,PPARg SRC-3 ag,PPARg SRC1 recr,S1P3 antag,RAM inhibit,TR-FRET SRC-2 ct,STAT3 inh,ROMK mod,STAT3 activator
O=C(Nc1ccc(-c2nc3ccccc3o2)c(O)c1)c1cc(-n2cnnc2)ccc1Cl,21,-7,11,4,3,10,7.2,1724,34,.,73
CCOc1ccc(CCNC(=O)COC(=O)c2nc3nc(C)cc(C)n3n2)cc1OCC,0,4,4,2,-3,1,0.5,1560,-3,.,107
CC(C)(C#N)C(C)(C)c1nn[nH]n1,-6,-3,2,2,2,.,1.7,1682,5,-0.72,99
CCCC(c1nnnn1C(C)(C)C)N1CCN(c2ccccc2)CC1 (stereo unspecified),6,-1,0,3,-2,-4,-0.5,1520,-1,-13*,105
N#CC1=C(N)Oc2cc(N)ccc2C1C1CCCCC1 (stereo unspecified),-1,8,1,-5,-1,32,0.3,1413,1,-0.24,102
CCOC(=O)C(C)n1nc(-c2ccccc2)c2ccccc2c1=O (stereo unspecified),-3,-8,11,0,-8,-6,0.1,1386,-2,0.42,101
CCOc1ccc(CCNC(=O)C2CCN(c3nnc(-n4cccc4)s3)CC2)cc1,-7,-1,-4,2,1,.,4.2,1687,4,.,101
CN1CCN(c2ncc(CN3C(=O)c4ccccc4C3=O)s2)CC1,-1,6,-4,1,-8,3,1.6,1821,10,0.23,97
CC(=O)NC1(c2nnnn2CCOC(=O)Nc2ccc(Cl)cc2)CCCC1,6,-9,-10,2,11,-13,0.0,1583,8,-0.42,100
